Source: PubChem BioAssay (several laboratories)
AI-2 QS modul: Vibrio harveyi AI-2 quorum sensing modulators, primary screen, JMH597 strain, luminescence/OD600 ratio; activity change, % at 7.5 µM; hit rate 0.4% among 300,000; Vibrio harveyi JMH597 AI-2 luminescence/OD600 ratio, 9 h; stronger effect = lower value; strain lacks LuxN and CqsS sensors; 0 = neutral-control median; AID 2094, 2009; in the data active = activity change below about -75%, passing the limit was not always enough;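 also: luminescence divided by OD600 gain over 9 h not by final OD600 alone; inactives centre near 13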
HSF1 activator: HSF-1 activators, primary screen, NIH3T3-HGL cells, MG132 stress, luminescence, single point; activation, % at 9 µM; NIH3T3-HGL HSF-1 luciferase reporter, 8 h; 100% = twice DMSO control signal; hit rate 1.7% among 300,000; AID 504408, 2011;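 active = mean replicate activation of at least 50% with a set share of replicates each reaching 50%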;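 also: 0% = median of the neutral control wells and 100% = twice that signal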
PolyA inhibitor: polyadenylation inhibitors in yeast reporter cells, primary screen, luminescence, S. cerevisiae; S. cerevisiae SKY197-pL101 polyadenylation reporter, beta-gal luminescence; efflux-impaired pdr1/pdr3 knockout yeast; score 100 = 6 SD above DMSO; calls only at 12 µM; hit rate 0.02% among 300,000;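 active = lowest replicate activity score at least 50, where 100 means six control SD above control mean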;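 also: yeast exposed to compound for 9 h at 30 °C; higher score means more reporter readthrough which indicates perturbed polyadenylation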
IEC-6 cytotox: cytotoxicity in IEC-6 intestinal epithelial cells, primary screen, cytotoxicity control for KLF5 inhibitor project, cell-based, luminescence; IEC-6 cytotoxicity, luminescence viability; inhibition, % at 5 µM; hit rate 0.78% among 290,000; AID 1825, 2009; in the data active = inhibition above about 22%;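 also: 0% = plate median of test compound wells and 100% = cytotoxic reference compound wells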
HSF1 inhib: HSF1 inhibitors in luciferase reporter cells, primary screen, cell-based, NIH3T3, luminescence; NIH3T3-HGL HSE-luciferase, MG132-induced, luminescence 8 h; stronger effect = lower value; activity change, negative = inhibition, % at 7.5 µM (by protocol); hit rate 0.77% among 300,000; AID 2098, 2009;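 active = more than half of replicate wells show activity change below -50%, luminescence cut by over half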;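 also: luciferase reports HSF-1 transcriptional activity via heat shock element; 0% = median of DMSO wells and -100% = zero luminescence signal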
HSP90 inh: HSP90 inhibitors, primary screen, cell lysate, luminescence. hit rate 0.91% among 290,000. inhibition, % at 5.6 µM. Heat shock protein HSP 90 (rabbit reticulocyte lysate; luciferase refolding). Rabbit reticulocyte lysate, luciferase refolding luminescence, 3 h;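 active = inhibition above the screen-wide mean plus 3 SD, computed separately per campaign, cut at about 16% in these data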;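 also: 0% = DMSO wells and 100% = 60 µM geldanamycin wells; inhibitors lower the luminescence because luciferase stays unfolded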
GSK3A inh: blockers of GSK3A enzyme activity – biochemical, luminescence, cell-free homogeneous, HTS, primary screen | Glycogen synthase kinase-3 alpha (Homo sapiens), P49840 | GSK-3 alpha kinase, ADP-Glo luminescence, 60 min | inhibition, % at 10 µM | hit rate 0.1% among 320,000;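 in the data active = inhibition above about 50%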;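 also: GST-tagged GSK-3 alpha with peptide substrate and 25 µM ATP; 0% = DMSO neutral wells and 100% = GW8510 positive control wells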
Target sequence (P49840 whole entry, looked up): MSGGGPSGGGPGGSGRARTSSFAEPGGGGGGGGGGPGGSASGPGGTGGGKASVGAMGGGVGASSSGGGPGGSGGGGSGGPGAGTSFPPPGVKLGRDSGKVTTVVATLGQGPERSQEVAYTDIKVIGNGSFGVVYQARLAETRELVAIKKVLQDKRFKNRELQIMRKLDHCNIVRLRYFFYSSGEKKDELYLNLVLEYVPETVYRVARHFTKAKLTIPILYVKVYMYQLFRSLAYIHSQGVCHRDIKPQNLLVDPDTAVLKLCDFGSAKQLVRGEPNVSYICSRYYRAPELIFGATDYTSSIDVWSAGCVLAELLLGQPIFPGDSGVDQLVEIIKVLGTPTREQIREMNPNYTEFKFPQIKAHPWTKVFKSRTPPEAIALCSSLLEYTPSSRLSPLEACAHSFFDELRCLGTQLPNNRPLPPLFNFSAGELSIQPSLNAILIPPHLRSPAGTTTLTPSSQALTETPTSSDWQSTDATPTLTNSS
GSK3beta inhib: human GSK3beta kinase inhibitors, primary screen, biochemical, cell-free homogeneous, HTS; GST-GSK3beta kinase, ADP-Glo luminescence, 60 min; stronger effect = lower value; Glycogen synthase kinase-3 beta (Homo sapiens), P49841; hit rate 0.038% among 300,000; activity score (negative = inhibition), % at 10 µM; AID 2097, 2009;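 active = more than half of replicate wells score below -50%, meaning over 50% inhibition versus plate controls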;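 also: 0% = median DMSO wells and -100% = median GW8510 positive control wells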
Target sequence (P49841 whole entry, looked up): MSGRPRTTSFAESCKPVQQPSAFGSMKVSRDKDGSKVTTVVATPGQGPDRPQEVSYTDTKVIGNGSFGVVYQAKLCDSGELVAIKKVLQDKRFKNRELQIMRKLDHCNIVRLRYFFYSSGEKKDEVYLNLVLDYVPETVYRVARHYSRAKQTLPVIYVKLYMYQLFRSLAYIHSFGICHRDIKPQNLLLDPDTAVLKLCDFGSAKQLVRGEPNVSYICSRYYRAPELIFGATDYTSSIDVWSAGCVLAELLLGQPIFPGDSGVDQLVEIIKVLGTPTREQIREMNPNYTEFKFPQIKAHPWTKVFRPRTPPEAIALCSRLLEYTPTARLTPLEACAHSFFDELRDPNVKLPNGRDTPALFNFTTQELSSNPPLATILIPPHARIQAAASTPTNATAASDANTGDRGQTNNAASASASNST
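Assay system: GST-tagged human GSK3beta kinase, cell-free; Input: 1.6 ng GSK3beta; Medium: Tris/MgCl2 kinase buffer; Timing: 60 min enzyme reaction, room temperature; Signal: ADP-Glo luminescence quantifying ADP generated by kinase; Evaluation: score relative to plate controls; Benchmarks: DMSO neutral wells and GW8510 at 20 µM as positive.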
KLF5 inh: KLF5 expression inhibitors, primary screen, DLD-1 cells, luminescence | DLD-1 KLF5 promoter-luciferase reporter | inhibition, % at 5 µM | hit rate 0.23% among 290,000 | AID 1700, 2009;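 active = inhibition above a per-plate limit of that plate's mean compound inhibition plus 3 SD, cut at about 60% in these data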;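 also: 0% = DMSO wells and 100% = LY294002 at 200 µM; higher means less KLF5 promoter-driven luciferase light; inactives centre near -14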
aSyn 5UTR inh: MLPCN primary screen, SNCA 5' untranslated region; alpha-synuclein 5'UTR reporter, inhibitor activity; hit rate 0.82% among 300,000; inhibition, % (tested at 7.5 µM); AID 1813, 2009; in the data active = inhibition above about 60%;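 also: H4 neuroglioblastoma cells stably carrying SNCA 5'UTR luciferase fusion; 0% = DMSO wells and 100% = positive control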
An asterisk follows results filed as active; i = inactive; . = no result given. This is a subset, so the mix of outcomes need not match the whole.

Results follow in this order: aSyn 5UTR inh	GSK3beta inhib	HSF1 inhib	GSK3A inh	PolyA inhibitor	KLF5 inh	HSF1 activator	IEC-6 cytotox	HSP90 inh	AI-2 QS modul
1) CC(=O)Nc1ccc2nc(NC(=O)COc3ccc([N+](=O)[O-])cc3)sc2c1
    -5.7	1.8	7.8	-8.7	i	-38.6	12.3	-1.0	-1.1	18.0
2) Cc1ccc(C(C)C)c(OCC(=O)Nc2ccc(N3CCN(S(C)(=O)=O)CC3)cc2)c1
    .	.	.	-1.0	.	-5.5	.	6.7	-2.3	.
3) CCN(C(=O)Cn1c(=O)n(Cc2ccccc2)c(=O)c2ccccc21)c1cccc(C)c1
    -10.1	1.5	12.7	0.1	i	-17.5	24.2	-7.8	-1.0	2.5
4) Cc1cc(NS(=O)(=O)c2ccc(NC(=O)COc3ccc(Cl)cc3Cl)cc2)no1
    2.3	4.8	0.5	-4.4	i	-32.9	-4.2	-2.0	-2.9	-46.9
5) C=C(CC1([C@@H](NP(=O)(c2ccccc2)c2ccccc2)[C@H]2C[C@@H]2CCCC)CC1)c1ccccc1
    -15.9	0.8	3.2	-3.3	i	0.7	11.4	1.0	8.9	23.1
6) O=C(N/N=C/c1c[nH]c2ccccc12)C1COc2ccccc2O1 (stereo unspecified)
    75.6*	-4.4	-6.7	2.1	i	4.2	-7.4	-3.7	0.4	4.9
7) COc1ccc(-c2cn3cccnc3n2)cc1NC(=O)c1cc(OC)c(OC)c(OC)c1
    -10.6	0.5	-6.2	0.6	i	-31.3	-2.0	6.3	-1.6	23.9
8) NC1=NC(=O)C(Cc2ccc(Br)cc2)S1 (stereo unspecified)
    11.0	-1.5	3.8	-2.3	i	-24.7	17.3	-5.5	-2.4	22.2
9) CC(C)Oc1cccc(C(=O)C2CCCN(Cc3cnc(N4CCOCC4)s3)C2)c1 (stereo unspecified)
    10.9	1.2	-3.8	-2.1	i	-11.4	-4.2	-1.9	-2.2	20.9
10) O=C(OCC1COc2ccccc2O1)c1ccccc1F (stereo unspecified)
    -16.4	2.5	0.4	0.8	i	-29.6	29.7	2.2	0.6	5.8
11) O=C(O)Cc1csc(NC(=O)c2ccco2)n1
    -13.0	0.7	-3.5	-0.8	i	-18.5	17.7	-0.5	-1.8	14.5
12) CC1CCc2cc(F)ccc2N1C(=O)c1ccc2c(c1)OCO2 (stereo unspecified)
    5.5	2.5	14.2	-3.1	i	-1.2	30.8	6.4	2.4	20.2
13) CC1=C(C(=O)c2ccccc2)C(c2cccc([N+](=O)[O-])c2)NC(=S)N1 (stereo unspecified)
    -2.9	0.6	9.7	-1.3	i	-6.7	33.5	0.5	-1.4	-23.5
14) Cc1cc2c(cc1C)N(C(=O)CSc1nncn1C)C(C)(C)c1ssc(=S)c1-2
    17.4	-4.9	-9.0	2.6	i	-4.7	-13.2	-0.4	3.4	2.8
15) O=C(Nc1nccs1)C1C2CC3OC(=O)C1C3C2 (stereo unspecified)
    3.8	0.3	19.9	2.3	i	-8.1	47.4	-3.5	2.2	-0.3
16) COc1ccccc1CCN=C(N)NS(=O)(=O)c1ccc(C)c(C)c1
    -5.6	1.0	-8.9	-1.5	i	-16.6	2.0	-10.2	-5.8	8.4
17) CCOc1cc(C)cc2oc(=O)cc(-c3ccccc3)c12
    8.8	-5.5	-0.4	-1.0	i	-13.4	3.5	3.0	7.1	15.8
18) Cc1cccc(Nc2ncnc3onc(-c4cccc(Cl)c4)c23)c1C
    14.7	-4.6	1.9	-2.6	i	-1.7	-5.8	2.7	-1.2	16.4
19) COc1ccc2c(c1)c(=O)oc1cc(OCC(=O)N3CCC(C)CC3)ccc12
    20.9	-3.2	3.1	-3.5	i	-10.0	-2.9	13.7	1.1	19.1
20) COc1cc(/C=C/C2=CC(C)(C)NC(=S)N2)cc(OC)c1OC
    15.7	1.3	5.9	0.0	i	-14.0	10.9	0.9	0.8	10.0
21) CCC(C)[C@H](NC(=O)NC1CCCc2ccccc21)C(=O)OC (stereo partly specified)
    -0.8	1.3	1.3	-1.6	i	-2.3	19.3	2.2	-2.5	8.9
22) COc1ccc(CNC(=O)CN(C)Cc2ccccc2F)cc1OC
    16.6	0.6	-9.3	-1.3	i	-25.7	0.1	-5.7	-2.3	19.9
23) Cc1ccc2nc(SCc3nnc(-c4cccs4)o3)[nH]c2c1
    -30.5	-1.6	11.4	6.3	i	-40.2	28.5	2.5	0.4	10.8
24) O=C(CCn1c(=O)c2ccccc2n(CC(=O)NC2CCCC2)c1=O)NCCc1ccc(Cl)cc1
    -0.6	-2.1	9.1	0.7	i	-46.0	11.2	-0.7	-0.2	19.2
25) CC(=O)COc1ncn(-c2ccccc2)n1
    9.2	-1.6	5.8	-2.2	i	-14.2	-7.6	2.3	5.5	23.7
26) COc1ccc(-c2ccc3oc(-c4ccsc4)cc3c2)cc1
    -139.7	-1.0	-15.4	-2.6	i	.	-34.9	.	.	8.7
27) O=c1[nH]c(/C=C/c2ccccc2F)nc2ccccc12
    58.9	0.8	19.7	-1.2	i	24.2	46.6	79.0*	12.7	11.7
28) COc1ccc(-c2nc3ccccc3c(=O)n2N)cc1
    -6.0	-0.3	-30.9	-1.1	i	-21.5	-45.3	-0.9	6.3	27.8
29) O=S(=O)(NCc1ccccc1)c1ccc(-c2cnc(C3CC3)o2)cc1
    7.9	1.4	-37.5	-1.1	i	-20.0	-48.9	18.4	-1.9	2.8
30) CCc1ccc2c(c1)C(=O)C(=O)N2CCS(=O)(=O)c1ccccc1
    -24.5	1.3	-14.4	-0.6	i	-38.2	-15.0	-4.0	-2.0	17.0

(cont.)
Results follow in this order: aSyn 5UTR inh	GSK3beta inhib	HSF1 inhib	GSK3A inh	PolyA inhibitor	KLF5 inh	HSF1 activator	IEC-6 cytotox	HSP90 inh	AI-2 QS modul
31) CCC(=O)N(NC1=NS(=O)(=O)c2ccccc21)S(=O)(=O)c1ccc(C)cc1
    8.4	2.9	1.6	-4.8	i	5.7	1.8	2.3	1.8	4.1
32) CC1CCCN(Cc2nc3c(c(=O)n(C)c(=O)n3C)n2Cc2c(F)cccc2Cl)C1 (stereo unspecified)
    4.3	-3.0	0.3	-0.9	i	0.1	-8.7	-3.2	-0.1	15.0
33) COc1ccc(C(=O)CC(=O)C(=O)Nc2c(C)cccc2C)cc1
    -8.1	1.1	2.3	-3.6	i	0.5	8.8	8.3	-0.7	-44.9
34) CNC(=S)N(CCO)Cc1cc2cc3c(cc2[nH]c1=O)OCO3
    10.1	-0.6	-2.9	1.2	i	-12.7	-9.8	6.4	4.8	11.6
35) O=c1cc(C(F)(F)F)[nH]c2ccccc12
    0.2	2.9	-11.3	-1.6	i	-27.2	-15.0	8.1	0.0	13.3
36) COc1cc(NC(=O)COc2ccccc2)c(OC)cc1NC(C)=O
    -17.5	0.9	7.2	-1.6	i	-34.4	12.9	-3.2	-0.8	10.7
37) O=C(CCCc1c[nH]c2ccccc12)N1CCCCCC1
    -72.7	-1.5	18.6	0.9	i	4.3	7.7	-8.6	-1.3	2.3
38) O=C(CSc1ccc([N+](=O)[O-])cc1)NNC(=O)c1ccccc1F
    7.9	1.5	3.5	-1.2	i	-7.9	10.1	0.1	0.2	14.3
39) O=C(Nc1ccsc1C(=O)NC1CC1)c1ccccc1
    1.2	-34.3	-8.4	64.3*	i	-25.3	-5.5	-6.9	-0.6	8.4
40) C/C(=N\Nc1nc(-c2ccccc2)cs1)c1cccs1
    -279.8	-3.8	-69.8*	-0.5	i	-18.5	-74.5	2.8	11.4	9.1
41) COc1cc(S(=O)(=O)Nc2ccc(C(=O)NCC(=O)O)cc2)ccc1NC(C)=O
    11.2	3.8	-5.9	-2.0	i	-27.2	-5.2	2.4	0.9	19.1
42) CN(C)/C=C/C(=O)c1ccc2noc(-c3ccccc3)c2c1
    -2.3	-0.9	-3.5	9.5	i	-38.0	16.8	-5.4	5.3	17.9
43) CCC1(C)CC2(CCCN(CCC(=O)c3ccccc3)C2)CCO1 (stereo unspecified)
    -16.5	0.4	-3.9	0.4	i	-0.1	1.7	-7.3	-0.4	11.0
44) CN(C(=O)CSc1nnc(N)s1)C1CCCCC1
    0.4	7.9	-6.4	-5.2	i	-29.0	-11.2	3.9	3.6	-5.0
45) COc1ccc(N2C(=O)CN=C2Nc2nc(C)cc(C)n2)cc1
    2.2	2.8	-1.2	-0.3	i	-33.4	-1.6	-4.9	1.0	1.6
46) N#C/C(=C\c1ccc(F)cc1)c1nc(-c2ccco2)cs1
    -166.9	0.3	1.3	-1.3	i	-21.9	-1.8	1.7	-1.5	6.1
47) Cc1ccc(N2C(=O)N(C(C)C)C(C)(C)CC2(C)O)cc1 (stereo unspecified)
    -12.5	4.4	-0.7	2.1	i	-11.6	-7.1	-3.3	-3.0	18.4
48) Cc1cccc(NC(=S)NCCCN2CCOCC2)c1
    2.0	1.3	-1.3	-0.3	i	-30.1	3.2	-3.7	-5.0	14.9
49) CC(C)C[C@H](NC(=O)Nc1ccc(S(N)(=O)=O)cc1)C(=O)O
    13.1	-0.7	0.2	0.7	i	-16.5	0.4	3.9	1.5	4.4
50) CC(C)c1ccc(NC(=O)CSc2nnc(CN3CCOCC3)n2C)cc1
    13.1	2.9	-5.7	-0.2	i	-35.5	-6.7	0.6	-2.5	32.0
51) CC(C)C(=O)Nc1ccc(N2CCCC2)c(Cl)c1
    -57.4	6.6	-3.1	-0.2	i	-44.7	-17.0	1.2	-1.3	10.7
52) COc1ccc(-n2ccnc2SCC(=O)NC2CCCC2)c(OC)c1
    -10.4	1.4	-4.7	-2.6	i	-15.4	10.9	-3.5	0.4	-4.4
53) O=C(Cn1ncc2c(=O)oc3ccccc3c21)N1CCC(N2CCCCC2)CC1
    -26.3	-9.7	0.2	13.5	i	-0.8	-8.1	0.8	-4.3	9.5
54) COc1ccccc1CCNC(=O)C(=O)NCCC1CCCCN1S(=O)(=O)c1cccs1 (stereo unspecified)
    24.4	-0.6	10.3	-3.2	i	.	18.0	.	.	7.4
55) O=C1CCc2cc(S(=O)(=O)NCCc3ccccc3)cc3c2N1CC3
    -9.8	8.0	0.8	1.1	i	.	9.2	.	.	10.7
56) COc1ccc(C(=O)NCCCN=C2NS(=O)(=O)c3ccccc32)cc1
    2.0	-3.3	0.7	2.6	i	-6.3	4.1	-5.8	-2.3	6.5
